Assay outcomes deposited in PubChem BioAssay by Southern Research Specialized Biocontainment Screening Center.
influenza NS1A – NS1A inhibition, H1N1 influenza, cell based functional assay (AID 504329). NS1A functional cell-based assay, percent inhibition; higher % means a stronger effect. one-dose inhibition, % at 12.5 µM; IC50 in µM for titrated hits. 340,000 tested, 0.3% active; in the data active means a potency from the dose series; inconclusive means inhibition above about 27% without an active follow-up result; further: strong numbers were not always called active
Salmonella PhoP GFP – Inhibition of PhoP regulon, Salmonella typhi GFP reporter cells, confirmation, 4 h (AID 1850); inhibition, % at 50 µM; hits with a dose series show IC50 in µM; Salmonella Typhi PhoP-promoter GFP reporter, fluorescence, 4 h; higher % means a stronger effect; 310,000 tested, 0.33% active; in the data active means a potency from the dose series; inconclusive means inhibition mostly from about 25% at the one dose, without a potency; inactive means the rest, 99 in 100 with inhibition below about 19%;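 further: 0% = induced wells with vehicle and 100% = uninduced wells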
M. tuberculosis – growth inhibition of non-replicating M. tuberculosis (AID 488890) | Mycobacterium tuberculosis non-replicating, growth inhibition; higher % means a stronger effect | inhibition, % at 25 µM; hits with a dose series show IC50 in µM | 320,000 tested, 0.39% active; in the data active means a potency from the dose series; inconclusive means inhibition mostly from about 82% at the one dose, without a potency; inactive means the rest, 99 in 100 with inhibition below about 76%;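 further: plate controls were DMSO cells for no effect and high antibiotic wells for full effect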
M. tuberculosis HTS – M. tuberculosis growth inhibition, HTS (AID 449762). 330,000 tested, 0.59% active. inhibition, % at 25 µM; hits with a dose series show IC50 in µM. M. tuberculosis H37Rv growth inhibition, 7H9 media; higher % means a stronger effect; in the data active means a potency from the dose series; inconclusive means inhibition above about 70% without an active follow-up result;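 further: bacterial growth assessed after seven days of incubation; strong numbers were not always called active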
inhibitors of VEEV – inhibitors of VEEV TC-83 cytopathic effect, confirmation, Vero cells (AID 588727). inhibition, % at 20 µM, or IC50 in µM where a hit was titrated. Vero cells, VEEV TC-83 cytopathic effect inhibition; higher % means a stronger effect. 350,000 tested, 0.13% active; in the data active means a potency from the dose series; inconclusive means inhibition mostly from about 14% at the one dose, without a potency; inactive means the rest, 99 in 100 with inhibition below about 12%; further: strong numbers were not always called active
inhibitors of VEEV 10K pilot screen – second read-out of inhibitors of VEEV, no call of its own (marks repeat the call); inhibition, %; measured here: 10K pilot screen inhibition
Active calls of the source: *; i = inactive; ? = inconclusive; nt = not tested or not shown. Hits appear at their usual frequency; 1.5% or so of the library scored in one or more.

SMILES	influenza NS1A	Salmonella PhoP GFP	M. tuberculosis	M. tuberculosis HTS	inhibitors of VEEV	others
O=C(Nc1cccc(S(=O)(=O)NC2=NCCCCC2)c1)c1cc(-c2ccncc2)nc2ccccc12	0%	-16%	12%	1%	7.6%
CCOC(=O)c1ccc(NC(=O)COc2cc3oc(=O)c(CC(C)O)c(C)c3cc2Cl)cc1 (stereo unspecified)	-7%	-3%	0%	3%	1.5%
CN(CCc1ccccn1)C(=O)c1nn2c(C(F)(F)F)cc(-c3ccco3)nc2c1Cl	1%	-2%	3%	-1%	3.1%
Cc1ccc(C)c(OCc2nc3ccc(S(=O)(=O)Nc4c(C)n(C)n(-c5ccccc5)c4=O)cc3[nH]2)c1	-3%	-6%	17%	-3%	1.8%
COc1ccc(CCNC(=O)CCCn2nc(C)c([N+](=O)[O-])c2C)cc1OC	10%	3%	0%	4%	i
CCN(CC)CCNC(=O)CCCCCn1c(=O)[nH]c2cc(C(=O)OC)ccc2c1=O	-3%	-3%	6%	2%	3.5%
COc1ccc(NC(=O)CCCn2c(=O)[nH]c3ccccc3c2=O)cc1	-1%	-2%	-3%	-7%	2.5%
COc1ccc(C(=O)NC(=S)N2CCCc3ccccc32)cc1OC	-17%	6%	5%	0%	6.3%
CCCCS(=O)(=O)Nc1ccc(C(=O)NCC2CCCO2)cc1 (stereo unspecified)	-1%	-7%	-15%	-7%	i
Cc1onc(-c2ccccc2Cl)c1C(=O)NCc1cccnc1	17%	-13%	14%	-3%	0.2%
COc1ccccc1C1C(C(N)=O)=C(C)Nc2nc(-c3ccc(Cl)cc3)nn21 (stereo unspecified)	-1%	0%	4%	-4%	1.9%
Cc1c(C2=CCN(S(=O)(=O)c3ccc(Cl)cc3)CC2)c2ccccc2n1C	0%	-11%	1%	-29%	1.5%
C[N+]1(CCOc2ccc([N+](=O)[O-])cc2)CCOCC1	2%	-3%	24%	0%	1.3%
COc1ccc(N(CC(O)Cn2cnc3ccccc32)S(=O)(=O)c2ccc(C)cc2)cc1 (stereo unspecified)	-1%	-6%	75%	62%	1.6%
C=CCOC(=O)C1C(=O)CC(C)(O)C(C(=O)OCC=C)C1c1ccc(OC)cc1 (stereo unspecified)	-12%	-4%	7%	3%	0.3%
Cc1cc(N2CCN(C(=O)c3ccco3)CC2)nc(-c2ccccc2)n1	11%	3%	-8%	-1%	1.9%
Cc1occc1-c1nnc(SCC(=O)N2CCCCC2)n1C	-4%	nt	nt	nt	0.6%
O=C1Nc2c(c(=O)[nH]c(=O)n2-c2ccccc2)C1(Nc1ncccn1)C(F)(F)F (stereo unspecified)	0%	-1%	3%	7%	0.2%
COc1cccc(-c2ccc(C#N)c(SCC(=O)NCCc3cccc(Cl)c3)n2)c1	-7%	-16%	7%	1%	i
CC(C)=CC(=O)Nc1nnc(C(C)C)s1	-5%	-8%	-5%	-6%	0.7%

The closing two compounds of the part above are carried over, then new ones follow:
SMILES	influenza NS1A	Salmonella PhoP GFP	M. tuberculosis	M. tuberculosis HTS	inhibitors of VEEV	others
COc1cccc(-c2ccc(C#N)c(SCC(=O)NCCc3cccc(Cl)c3)n2)c1	-7%	-16%	7%	1%	i
CC(C)=CC(=O)Nc1nnc(C(C)C)s1	-5%	-8%	-5%	-6%	0.7%
CC(=O)Nc1cccc(NC(=O)C2CCN(C(=O)c3ccco3)CC2)c1	5%	-1%	-4%	4%	0.5%
O=C1NC(c2ccccc2)=NC1(Nc1ccccn1)C(F)(F)F (stereo unspecified)	-6%	-4%	5%	-1%	0.1%
CCC(=O)NC(Nc1nc(C)cs1)(C(=O)OC)C(F)(F)F (stereo unspecified)	3%	-2%	-19%	-5%	0.1%
CCN(CC#CCC(O)(c1ccccc1)c1ccccc1)C(C)C	1%	13%	2%	-11%	i
O=S(=O)(Nc1ncccn1)c1ccc(NC(=S)N2CCN(c3cccc(C(F)(F)F)c3)CC2)cc1	-10%	-2%	57%	2%	8.3%
COc1ccc(-n2c(C)nc3cc(C(=O)N4CCC5(CC4)OCCO5)ccc32)cc1	-2%	1%	1%	-1%	0.3%
C1CCN(c2nc3nonc3nc2N2CCCCC2)CC1	-1%	-7%	-1%	-2%	2.2%
CCN(C(=O)COC(=O)CCC(=O)c1cccs1)c1ccccc1	6%	nt	-5%	2%	i
Cc1ccccc1NC(=O)CN1C(=O)CSc2ccccc21	-11%	-10%	-1%	7%	i
CCOC(=O)C1C(=O)OC(C)(C)C1C(C)C(=O)c1ccc(C)cc1C (stereo unspecified)	4%	-7%	-1%	-2%	0.7%
Cc1cc(C)cc(C(=O)N(NC(=O)Nc2ccc(Cl)cc2)C(C)(C)C)c1	4%	8%	-5%	3%	1.1%
Cc1cc(N(CN2CCCC2=O)C(=O)c2ccc(F)cc2)no1	-2%	-8%	0%	-10%	i
COc1cc(OC)cc(C(=O)N2CCN(C(=O)c3ccc(-c4ccccc4)cc3)CC2)c1	-2%	0%	-5%	?	4.3%
CCOC(=O)C1CCN(C(c2cccnc2)c2c(NC(=O)c3ccco3)sc(C)c2C)CC1 (stereo unspecified)	7%	1%	47%	8%	1.8%
Cc1ccc(C)c(S(=O)(=O)N2CCN(C(=O)Nc3ccccc3)CC2)c1	0%	-9%	1%	10%	5.4%
Cc1ccccc1-c1nn(-c2ccc(F)cc2F)cc1CNCC(C)O (stereo unspecified)	-11%	-4%	7%	3%	0.8%
CC1(C(=O)N2CCC(CO)(Cc3cccc(C(F)(F)F)c3)CC2)CC1	-6%	1%	-1%	0%	2.4%
c1ccc(CNCCc2ccc3c(c2)OCO3)nc1	0%	-6%	28%	41%	i
O=C(NCc1ccccc1)c1cccc(F)c1F	-14%	-6%	67%	7%	1.1%
COc1ccccc1NC(=O)CCNC(=O)Cn1ccc2ccccc2c1=O	-4%	2%	-8%	-8%	2.1%

Ordered by heavy-atom count (smallest number first): some entries from above
SMILES	influenza NS1A	Salmonella PhoP GFP	M. tuberculosis	M. tuberculosis HTS	inhibitors of VEEV	others
c1ccc(CNCCc2ccc3c(c2)OCO3)nc1	0%	-6%	28%	41%	i
Cc1ccccc1NC(=O)CN1C(=O)CSc2ccccc21	-11%	-10%	-1%	7%	i
CCN(CC#CCC(O)(c1ccccc1)c1ccccc1)C(C)C	1%	13%	2%	-11%	i
CC1(C(=O)N2CCC(CO)(Cc3cccc(C(F)(F)F)c3)CC2)CC1	-6%	1%	-1%	0%	2.4%

Following part.
SMILES	influenza NS1A	Salmonella PhoP GFP	M. tuberculosis	M. tuberculosis HTS	inhibitors of VEEV	others
COc1cc([N+](=O)[O-])ccc1N=Nc1c(N)[nH]n(-c2ccccc2)c1=O	nt	5%	-1%	1%	1.5%
CCCS(=O)(=O)N1CCC(C(=O)NCCC(C)C)CC1	-12%	6%	13%	-5%	1.9%
Cc1cc(N(CN2CCCC2=O)C(=O)c2ccccc2)no1	-5%	21%	8%	3%	1.0%
COC1(C)CC2C(CC1OC(=O)c1cc([N+](=O)[O-])cc([N+](=O)[O-])c1)C2(C)C (stereo unspecified)	17%	-1%	?	?	i
FC(F)(F)c1cnc(Oc2ccccc2-c2nnco2)c(Cl)c1	1%	0%	20%	-4%	1.5%
CCOC(=O)Cc1csc(NC(=O)CCc2ccccc2)n1	-8%	0%	51%	2%	0.9%
Cc1cc2nc(=O)c(/C=C3\C=Nc4ccccc43)c(N)n2o1	nt	6%	1%	-12%	0.7%
C/C(CC(=O)Nc1ccc(N(C)C)cc1)=N\NC(=O)c1ccc(C(C)(C)C)cc1	-10%	-1%	4%	-24%	1.0%
CCCCC(=O)Nc1cc(OCC)c(NC(=S)NC)cc1OCC	-14%	-10%	10%	-4%	i
CCCCc1nnc(SC(C)C(=O)Nc2nccs2)n1C (stereo unspecified)	-1%	-9%	-16%	5%	1.9%
Cc1ccc(C(=O)NCCN2CCOCC2)c(Cl)c1	-3%	10%	-9%	-3%	i
Cc1ccc(NC(=S)NCC2CCN(C(C)c3ccccc3)C2)cc1 (stereo unspecified)	-3%	7%	25%	-5%	0.2%
COc1ccc2cc(CCNC(=O)C3CC3)c(=O)[nH]c2c1	0%	-2%	5%	-7%	2.7%
Cc1ccc(NC(=O)CNC2CCCCC2)cc1Cl	-2%	10%	46%	44%	i
COc1ccc(-c2cc(C(F)(F)F)nc(-n3ccnc3)n2)cc1	7%	3%	-3%	-10%	0.6%
O=C(COC(=O)c1ccc(O)cc1)Nc1ccc(N2CCCCC2)cc1	18%	0%	63%	7%	1.0%	inhibitors of VEEV 10K pilot screen=2.8
NS(=O)(=O)c1ccc(CCNC(=O)C2COc3ccccc3O2)cc1 (stereo unspecified)	3%	-2%	nt	-2%	1.6%
COc1ccc(C(c2nnnn2Cc2ccc(F)cc2)N2CCN(c3ccc(OC)cc3)CC2)cc1 (stereo unspecified)	9%	-5%	37%	13%	4.1%
CCOc1ccc(N/C=C\C(=O)c2ccc3c(c2)OCO3)cc1	0%	1%	49%	?	0.8%
Cc1cccc(NC(=O)Nc2c(C)n(C)n(-c3ccccc3)c2=O)c1C	-7%	-9%	-1%	-12%	3.9%
COc1ccc(NC(=O)C2CCCN(S(=O)(=O)c3cccc4cccnc34)C2)c(OC)c1 (stereo unspecified)	5%	3%	-17%	-3%	10%
COc1ccc(Cn2c3ccc(OC)cc3c3nc4ccccc4nc32)cc1	-6%	5%	6%	15%	i
CCCCn1c(SCC(=O)Nc2cc(C)on2)nnc1-c1ccncc1	11%	7%	1%	8%	1.5%
Cc1cccc2cc(-c3nc4c(C)cccn4c3NCc3ccco3)c(=O)[nH]c12	-45%	-10%	5%	-5%	9.2%
CCCCn1c(N)c(N(CC(C)C)C(=O)COC(=O)Cc2c(C)nc3ccccc3c2C)c(=O)[nH]c1=O	-9%	-5%	-2%	-20%	i
CCOC(=O)C1=C(COC(=O)CCc2ccc(CC)cc2)NC(=O)NC1C (stereo unspecified)	-6%	nt	-1%	10%	0.9%
CSc1ccccc1NC(=O)CN(c1cccc(C)c1)S(C)(=O)=O	-1%	-2%	-1%	2%	3.4%
Cc1ccc(C(CC(=O)NCc2ccco2)c2ccccc2)c(O)c1 (stereo unspecified)	-2%	-5%	-2%	8%	2.7%
COc1ccc(Cc2noc(CN3CCN(c4ccc(Cl)cn4)CC3)n2)cc1OC	3%	-2%	29%	3%	i
OCC[C@H]1NCc2cc(CO)cc(-c3ccccc3)c21	-20%	nt	nt	nt	2.1%
Cc1c(Cl)cccc1NC(=O)CC1Sc2ccccc2NC1=O (stereo unspecified)	-20%	-3%	-3%	7%	i
NC(=O)CSc1ccc(Br)cc1	7%	6%	72%	-3%	0.3%
CCCOc1ccc(C(=O)Nc2cccnc2)cc1	-15%	-6%	26%	5%	i
CCCCCCN1CC(=O)N2Cc3[nH]c4ccccc4c3C[C@H]2C1=O	26%	1%	2%	8%	0.5%
CC(C)N(Cc1ccccc1)C(=O)COC(=O)c1ccc(S(=O)(=O)N2CCOCC2)cc1	-8%	nt	-3%	-2%	4.8%

Entries listed so far with a CF3 group:
SMILES	influenza NS1A	Salmonella PhoP GFP	M. tuberculosis	M. tuberculosis HTS	inhibitors of VEEV	others
CN(CCc1ccccn1)C(=O)c1nn2c(C(F)(F)F)cc(-c3ccco3)nc2c1Cl	1%	-2%	3%	-1%	3.1%
O=C1Nc2c(c(=O)[nH]c(=O)n2-c2ccccc2)C1(Nc1ncccn1)C(F)(F)F (stereo unspecified)	0%	-1%	3%	7%	0.2%
O=C1NC(c2ccccc2)=NC1(Nc1ccccn1)C(F)(F)F (stereo unspecified)	-6%	-4%	5%	-1%	0.1%
CCC(=O)NC(Nc1nc(C)cs1)(C(=O)OC)C(F)(F)F (stereo unspecified)	3%	-2%	-19%	-5%	0.1%
O=S(=O)(Nc1ncccn1)c1ccc(NC(=S)N2CCN(c3cccc(C(F)(F)F)c3)CC2)cc1	-10%	-2%	57%	2%	8.3%
CC1(C(=O)N2CCC(CO)(Cc3cccc(C(F)(F)F)c3)CC2)CC1	-6%	1%	-1%	0%	2.4%
FC(F)(F)c1cnc(Oc2ccccc2-c2nnco2)c(Cl)c1	1%	0%	20%	-4%	1.5%
COc1ccc(-c2cc(C(F)(F)F)nc(-n3ccnc3)n2)cc1	7%	3%	-3%	-10%	0.6%

Two entries drawn at random from those above, as already listed:
SMILES	influenza NS1A	Salmonella PhoP GFP	M. tuberculosis	M. tuberculosis HTS	inhibitors of VEEV	others
CCCOc1ccc(C(=O)Nc2cccnc2)cc1	-15%	-6%	26%	5%	i
Cc1cccc2cc(-c3nc4c(C)cccn4c3NCc3ccco3)c(=O)[nH]c12	-45%	-10%	5%	-5%	9.2%
